High-throughput results as filed in PubChem BioAssay.
CYP2C19 inhib: inhibitors of human CYP2C19 | CYP2C19 Supersomes, luciferin-H EGE luminescence, 30 min | inhibition, % at 5 µM | 96,000 tested, 21% active | AID 778;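 active = CYP2C19 inhibition above a set limit at 5 µM in the primary screen, cut at about 50% in these data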;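 note: plate controls were negative control wells for no effect and 2.5 mM tranylcypromine positive control for full effect; values of inactives mirror those of a sister screen read the other way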
CD11b adhes inh: CD11b/CD18-fibrinogen binding inhibition; K562 CD11b/CD18 adhesion to fibrinogen, ATPlite luminescence; Mn2+ added to activate the integrin; 93,000 tested, 0.54% active; inhibition, % at 10 µM; P05107+P11215;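 active = primary inhibition of 50% or more at 10 µM, then 40% or more on retest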; note: some results filed as inactive read as strong as hits
Target sequence (P05107 whole entry, looked up, other chains not shown): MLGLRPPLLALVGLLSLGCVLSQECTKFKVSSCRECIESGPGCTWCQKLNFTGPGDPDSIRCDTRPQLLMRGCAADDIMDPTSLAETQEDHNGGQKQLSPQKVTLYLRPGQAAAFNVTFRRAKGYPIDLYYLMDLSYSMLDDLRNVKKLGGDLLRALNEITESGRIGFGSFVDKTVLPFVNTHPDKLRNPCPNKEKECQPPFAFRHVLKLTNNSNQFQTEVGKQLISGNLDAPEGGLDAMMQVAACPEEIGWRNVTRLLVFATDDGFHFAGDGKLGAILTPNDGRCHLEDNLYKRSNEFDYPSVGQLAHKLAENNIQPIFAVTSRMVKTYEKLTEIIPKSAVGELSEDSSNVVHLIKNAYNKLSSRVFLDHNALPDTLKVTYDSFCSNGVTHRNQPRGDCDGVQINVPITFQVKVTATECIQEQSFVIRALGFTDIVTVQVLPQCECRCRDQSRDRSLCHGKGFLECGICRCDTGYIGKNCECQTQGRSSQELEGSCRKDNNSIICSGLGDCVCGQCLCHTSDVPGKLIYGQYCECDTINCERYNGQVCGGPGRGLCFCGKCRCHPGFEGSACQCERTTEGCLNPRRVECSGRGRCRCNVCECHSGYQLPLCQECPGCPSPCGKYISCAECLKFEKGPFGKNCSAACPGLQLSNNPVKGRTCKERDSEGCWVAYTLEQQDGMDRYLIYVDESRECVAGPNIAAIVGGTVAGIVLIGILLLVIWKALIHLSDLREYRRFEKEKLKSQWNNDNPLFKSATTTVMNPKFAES
HUVEC prolif 384: blocks proliferation of human endothelial cells; HUVEC proliferation, CellTiter-Glo luminescence, 72 h; hits give low values; viability, % at 10 µM (by protocol); 86,000 tested, 1.1% active; AID 648;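 active = viability at or below 30%; inactive = viability above 30%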;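 note: 100% = median luminescence of DMSO-only cell control wells on each plate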
H69AR inhibit: blocks growth of human H69AR lung tumor cells; viability, % at 10 µM; 85,000 tested, 6% active; H69AR lung tumor viability, ATP luminescence, 72 h; hits give low values;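 active = viability at or below 40%; inactive = viability above 40%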;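 note: multidrug resistant small cell line overexpressing MRP-1 efflux transporter; 100% = mean luminescence of untreated control wells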
CYP2C19 act: increases human CYP2C19 enzyme activity. P33261. recombinant CYP2C19, luciferin-H EGE luminescence; hits give high values; 0 = fully inhibited enzyme, 1 = untreated enzyme. activation factor at 5 µM. 96,000 tested, under 10 active. AID 1025;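 active = activation factor of at least 2 at 5 µM in the primary screen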;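 note: 0 = wells with 2.5 mM tranylcypromine and 1 = vehicle-only wells; values of inactives mirror those of a sister screen read the other way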
Fibroblast inh: blocks proliferation of human lung fibroblasts; LL 47 human lung fibroblast viability, ATP luminescence; hits give low values; viability, % at 10 µM; 85,000 tested, 1.1% active;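 active = viability at or below 50% in the single dose screen; inactive = viability above 50%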;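 note: compound exposure lasted 72 h before the ATP readout; 100% = median luminescence of untreated cell-only wells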
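Benchmarks: Cell-only wells, no compound | Test system: LL 47 human lung fibroblasts, passage 12 or lower | Input: 1,150 cells/well | Measured by: CellTiter-Glo luminescence measuring cellular ATP | Medium: IMEM, 15% FBS supplement | Schedule: Overnight attachment after seeding, then 72 h compound exposure at 37 °C | Doses: Compound addition at 0.1% DMSO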
ERa coact pot: enhances coactivator binding to human estrogen receptor alpha; P03372; coactivator binding (% of control), % at 25.6 µM; AID 639; TR-FRET ERalpha-LBD/SRC-Cy5 coactivator binding, 2 h; 100 = basal binding, no effect; 86,000 tested, 1.3% active; in the data active = activity above about 200%;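 note: binding measured in presence of low estradiol as agonist stimulus; 0% = peptide alone without receptor and 100% = receptor with peptide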
ERa coact inh: blocks coactivator binding to human estrogen receptor alpha | P03372 | TR-FRET ER-alpha LBD / SRC-1 peptide, estradiol-bound | inhibition, % at 25.6 µM | 86,000 tested, 1.7% active | AID 629; in the data active = inhibition above about 50%;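 note: 0% = receptor plus peptide control and 100% = peptide only without receptor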
CD11b adhes enh: CD11b/CD18-fibrinogen binding enhancement; 93,000 tested, 0.07% active; K562 CD11b/CD18 adhesion to fibrinogen, ATPlite luminescence; activation, % at 10 µM;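 active = 10 µM primary screen giving 50% or more activity, confirmed by 40% or more on retest at that dose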; note: strong numbers were not always called active
Active calls of the source: *; nt = not tested or not shown; [ ] = another dose, or the depositor's remark.

Every second line gives: CYP2C19 act	ERa coact pot	CYP2C19 inhib	CD11b adhes enh	H69AR inhibit	Fibroblast inh	ERa coact inh	CD11b adhes inh	HUVEC prolif 384
CCCCCNC(CC(=O)Nc1ccc(OC)cc1)C(=O)O (stereo not drawn)
 : nt	788*[fluorescence artefact?]	nt	nt	96	103	-7	nt	99
CCOC(=O)c1cccnc1SCC(=O)NC(C)CC (stereo not drawn)
 : nt	89[fluorescence artefact?]	nt	nt	94	90	0	nt	108
Cc1occc1-c1nnc(SCC(=O)NCCc2ccccc2)n1C(C)c1ccccc1 (stereo not drawn)
 : 0.7	107	26	1	79	86	-10	19	92
Cc1ccc(C(=O)NNC(=O)OC(C)(C)C)c(Cl)c1
 : 0.9	nt	15	1	nt	nt	nt	5	nt
O=C(NCc1ccccc1)N(Cc1nc2ccccc2c(=O)[nH]1)C1CCCC1
 : 0.6	100	43	-8	90	103	8	-5	82
Cc1ccc(S(=O)(=O)Nc2nonc2C)cc1
 : 1.1	122	-10	4	104	105	1	2	107
CO/N=C(/CS(=O)(=O)c1ccc(C)cc1)c1ccc(OC)cc1
 : 0	87[fluorescence artefact?]	99*	5	36*	99	6	7	94
Cc1ccccc1OCC(=O)Nc1sc(C(=O)Nc2cccc(C)c2C)c(C)c1C#N
 : 0.9	nt	12	13	nt	nt	nt	-1	nt
COC(=O)C(O)(CC(=O)Nc1cccc(SC)c1)C(F)(F)F (stereo not drawn)
 : 0.7	96	32	0	98	101	-13	11	102
CCS(=O)(=O)N1CCCC(C(=O)N2CCc3ccccc3C2)C1 (stereo not drawn)
 : 0.7	104	28	nt	92	118	1[fluorescence artefact?]	nt	95
O=C1CC(c2ccco2)CC2=C1C1c3ccccc3C(=O)N1c1ccccc1N2 (stereo not drawn)
 : 1.2	130	-17	-4	46	87	2	4	71
O=C(CCCCCN1C(=O)c2ccccc2C1=O)Nc1ccccc1
 : 0.4	92	64*	-2	90	104	-7	-7	102
O=C(NCCCN1CCOCC1)[C@@H]1CSC2c3ccccc3C(=O)N21 (stereo partly drawn)
 : 1.1	102	-6	-3	93	102	3	-6	102
O=C(NCC(c1cccnc1)N1CCOCC1)c1ccc2c(c1)OCO2 (stereo not drawn)
 : nt	111	nt	nt	92	110	-5	nt	98
O=C1CC(c2ccccc2)Cc2nc(NCc3ccco3)ncc21 (stereo not drawn)
 : 0.5	106	45	4	58	92	-2	-5	84
Cc1ccc(OCc2ccc(C(=O)Nc3nccs3)o2)cc1C
 : 0.9	102	11	-1	77	98	-2	-7	76
CCN1CCN(C(c2cccs2)C(C)NC(=O)c2ccccc2)CC1 (stereo not drawn)
 : nt	114	nt	nt	103	90	6	nt	99
O=c1oc(/C=C/c2ccco2)nc2sc3c(c12)CCC3
 : 1	74	-1	nt	80	105	13	nt	89
COc1ccc(Cc2nc(N)nc(N)n2)cc1
 : nt	104	nt	nt	101	100	-2	nt	101
CC(C)CC1NC(=S)N(C2CCCCC2)C1=O (stereo not drawn)
 : 0.5	nt	49	6	nt	nt	nt	14	nt
Cc1csc2ncc(C(=O)N3c4ccccc4CC3C)c(=O)n12 (stereo not drawn)
 : 0.8	120	20	3	93	91	-6	-12	90
Cc1ccc(/C=N/n2c(C)n[nH]c2=S)o1
 : 0.9	nt	8	0	nt	nt	nt	1	nt
C=CCn1c(Oc2ccc(C(=O)OC)cc2)nc2c1c(=O)n(C)c(=O)n2C
 : 0.9	nt	6	-2	nt	nt	nt	-18	nt
Cc1cc(=O)[nH]c(/N=C(\N)Nc2cccc3ccccc23)n1
 : 1	nt	-3	0	nt	nt	nt	2	nt
O=C(c1cc2cc(Cl)ccc2oc1=O)N1CCOCC1
 : 1	113	3	-2	100	99	1	-20	107
CCOc1ccc2nc(NC(=O)C3CCN(c4cnccn4)CC3)sc2c1
 : 1	97	-4	-3	34*	99	-7	5	91
Cc1cc(C)c2c(N)c(C(=O)NCC3CCCCC3)sc2n1
 : 0.9	104	6	-4	92	90	-10	10	72
O=C(NCCCn1ccnc1)C1c2ccccc2Oc2ccccc21
 : 0	113	100*	-1	93	96	-3	-3	92
COC(=O)c1sc(S(=O)(=O)NCc2ccccc2)c(C(=O)OC)c1C
 : 0.2	113	83*	-1	87	88	13	1	101
CCCn1c(N2CCC(Cc3ccccc3)CC2)nc2c1c(=O)[nH]c(=O)n2C
 : 0.2	79	83*	-1	41	90	8	1	77
CCN(CC)Cc1csc(C(N)=O)c1
 : 1.2	113[fluorescence artefact?]	-19	7	113	96	2	-3	100
CCOc1ccccc1NC(=O)CCc1ccc(C)o1
 : 0.1	101	91*	2	107	99	-2	-7	101
Cc1ccc(Cn2c(SCCN3CCCCC3)nc3c2c(=O)n(C)c(=O)n3C)cc1
 : 0.9	94	6	0	92	80	5	-9	90
CC1Cc2ccccc2N1CC(=O)Nc1ccc2c(c1)OC(F)(F)O2 (stereo not drawn)
 : 0	nt	97*	-2	nt	nt	nt	7	nt
O=C(CCS(=O)(=O)Cc1ccccc1)N1CCN(c2ccccc2)CC1
 : 1	104	5	-2	108	111	-4	-5	106
CCOC(=O)c1c(C2COc3ccccc3O2)csc1NC(=O)c1ccco1 (stereo not drawn)
 : 1	120	-4	-3	31*	102	3	nt	83
O=C(CSc1nnnn1-c1ccccc1)N1CCCc2ccccc21
 : 0.2	110	80*	0	95	90	-7	1	87
O=C(CSc1nnc(-c2ccncc2)n1Cc1ccco1)Nc1nc(-c2ccccc2)cs1
 : 0.9	nt	13	7	nt	nt	nt	63	nt
COC(=O)Nc1ccc(S(=O)(=O)N2c3ccccc3CCC2C)cc1 (stereo not drawn)
 : 0.7	86	27	0	16*	49*	0	6	69
CC(C)c1nnc(NC(=O)C2c3ccccc3Oc3ccccc32)s1
 : 0.9	86	7	0	88	94	27	2	99

Single records, as listed above. Order of screens: CYP2C19 act	ERa coact pot	CYP2C19 inhib	CD11b adhes enh	H69AR inhibit	Fibroblast inh	ERa coact inh	CD11b adhes inh	HUVEC prolif 384
O=c1oc(/C=C/c2ccco2)nc2sc3c(c12)CCC3 is entered as 1	74	-1	nt	80	105	13	nt	89
Cc1ccc(S(=O)(=O)Nc2nonc2C)cc1 is entered as 1.1	122	-10	4	104	105	1	2	107

Some of these compounds in order of their number in ERa coact pot, highest first.
SMILES | ERa coact pot
CCOC(=O)c1c(C2COc3ccccc3O2)csc1NC(=O)c1ccco1 (stereo not drawn) | 120
COC(=O)c1sc(S(=O)(=O)NCc2ccccc2)c(C(=O)OC)c1C | 113
O=C(CCS(=O)(=O)Cc1ccccc1)N1CCN(c2ccccc2)CC1 | 104
CCOc1ccc2nc(NC(=O)C3CCN(c4cnccn4)CC3)sc2c1 | 97
Cc1ccc(Cn2c(SCCN3CCCCC3)nc3c2c(=O)n(C)c(=O)n3C)cc1 | 94
COC(=O)Nc1ccc(S(=O)(=O)N2c3ccccc3CCC2C)cc1 (stereo not drawn) | 86
CCCn1c(N2CCC(Cc3ccccc3)CC2)nc2c1c(=O)[nH]c(=O)n2C | 79

(further entries)
Every second line gives: CYP2C19 act	ERa coact pot	CYP2C19 inhib	CD11b adhes enh	H69AR inhibit	Fibroblast inh	ERa coact inh	CD11b adhes inh	HUVEC prolif 384
Cc1ccc(C(=O)O/N=C(\N)c2cccc([N+](=O)[O-])c2)cc1
 : 0.9	nt	7	-4	nt	nt	nt	6	nt
COC(=O)c1c(CSc2cccc(C)c2)noc1C(=O)NCc1ccco1
 : 0.2	nt	82*	-2	nt	nt	nt	10	nt
Cc1cc(-c2nnc3n2N=C(c2ccc(-c4ccccc4)cc2)CS3)n[nH]1
 : 0.9	92[fluorescence artefact?]	10	-3	3.9*	60	44[fluorescence artefact?]	-12	28*
CC1C(=O)CC(c2ccco2)NC1c1ccco1 (stereo not drawn)
 : 0.3	nt	69*	-2	nt	nt	nt	-7	nt
COc1ccccc1-c1n[nH]c(=S)o1
 : 1	98[fluorescence artefact?]	-1	-1	83	95	0[fluorescence artefact?]	-12	97
CC(C)COc1ccc(C(=O)N(Cc2ccco2)C2CCS(=O)(=O)C2)cc1 (stereo not drawn)
 : 0.7	110	32	-2	98	102	-4	-1	96
Brc1cccc(-c2nnc3sc(CNC4CCCC4)cn23)c1
 : 0.8	106	18	-6	96	96	2	5	32
Cc1c(-c2cccs2)[n+](=O)c2c(n1[O-])CCCC2
 : nt	77	nt	nt	99	105	-5	nt	110
O=C(c1ccc(Cn2cc(Br)cn2)o1)N1N=C(C(F)F)CC1(O)C(F)F (stereo not drawn)
 : 0.3	nt	74*	-1	nt	nt	nt	6	nt
Cc1ccc(C2CC(c3ccco3)n3nc(N)nc3N2)cc1 (stereo not drawn)
 : 0.8	136	17	-2	98	105	-7	-7	102
COc1ccc(CNC(=O)c2c(O)c3cccc4c3n(c2=O)CCC4)cc1OC
 : 1.1	152	-6	-2	65	76	40[fluorescence artefact?]	45	80
COc1cc(OC)cc(C(=O)OCc2cc3ccccc3[nH]c2=O)c1
 : 0.9	499*[fluorescence artefact?]	15	2	104	97	-12[fluorescence artefact?]	10	89
Nc1ncn(C(=O)c2ccco2)n1
 : 1.1	122	-7	2	nt	99	14	7	99
Cc1cc(C)n(-c2nc3ccccc3nc2N2CCOCC2)n1
 : nt	92	nt	nt	97	98	-13	nt	106
COCCSc1ccccc1C(=O)Nc1nncs1
 : 1	103	0	3	104	101	1	0	96
CC(C)(C)c1ccc(OCC(O)CSc2ncn[nH]2)cc1 (stereo not drawn)
 : 0.9	96	5	-1	96	94	-5	-23	89
CC(N=c1ccccn1C(=O)Nc1cccc(C(F)(F)F)c1)c1ccco1 (stereo not drawn)
 : 0.7	103	32	-3	86	111	-8	7	113
COc1cc(C2c3c(oc4cc(C)c(C)cc4c3=O)C(=O)N2c2cc(C)ccn2)ccc1O (stereo not drawn)
 : 1	154[fluorescence artefact?]	-2	16	nt	99	20	4	70
COc1ccc(CN(CCCN2CCOCC2)C(=O)Nc2ccccc2)cc1OC
 : 0.8	113	25	-6	81	98	-25	1	90
COc1ccc(C(=O)c2oc3ccc(OC)cc3c2N)cc1
 : 0.9	70[fluorescence artefact?]	8	4	69	101	7[fluorescence artefact?]	4	86
COCC(=O)N(Cc1cc2ccccc2[nH]c1=O)c1ccccc1OC
 : 1	117	-4	-1	92	99	-4	-15	87
COc1cccc(/C=N/c2oc(-c3ccccc3)cc2C#N)c1O
 : 1	nt	2	-4	nt	nt	nt	14	nt
COC(=O)c1ccccc1NC(=O)C(CCS(C)(=O)=O)NC(C)=O (stereo not drawn)
 : 1.1	108	-11	-1	94	104	-15	15	86
C/C(N)=C(/C#N)C(=O)CSc1nc2cc(Cl)ccc2s1
 : 0.6	nt	43	0	nt	nt	nt	12	nt
